# Screens from PubChem.
# Mdm2 MdmX PPI – inhibitors of human Mdm2-MdmX association, primary screen, cell-based, luminescence, split luciferase, SaOS-2, uHTS. inhibition, % at 8 µM. SaOS-2 split-luciferase Mdm2/MdmX complementation. hit rate 3% among 330,000. Protein Mdm4 (Homo sapiens) + E3 ubiquitin-protein ligase Mdm2 (Homo sapiens), …;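 active means inhibition of at least 50% at 8 µM in the primary screen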
# tim23-1 inh – growth inhibitors of tim23-1 mutant yeast, primary screen, luminescence, uHTS; S. cerevisiae tim23-1 growth, BacTiter-Glo luminescence, 24 h; hit rate 1.3% among 330,000; AID 463212, 2010; inhibition, % at 20 µM;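 active means growth inhibition of the mutant yeast at or above 50%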;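 further: temperature-sensitive mutant grown at 25 °C; plate controls were DMSO-treated mutant yeast for no effect and medium wells lacking yeast for full effect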
# Jurkat NFkB inh – inhibitors of induced NF-kB luciferase reporter, primary screen, TCR NF-kB activation inhibitor project, cell-based, luminescence, uHTS. Jurkat, PMA/ionomycin-induced NF-kB luciferase reporter. inhibition, % at 4 µM. hit rate 0.53% among 330,000; in the data active means inhibition above about 50%
# XBP1 UPR activ – activators of adaptive XBP1 UPR arm, primary screen, cell-based, CHO-XBP1 luciferase reporter, luminescence, uHTS; IRE1-XBP1 UPR activation; percent of tunicamycin response, DMSO as zero; activation, % at 20 µM; hit rate 0.33% among 330,000; AID 463104, 2010;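 active means versus positive control, 20 µM dose yields 30% or more activation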;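 further: 100% = tunicamycin at 10 µg/mL and 0% = DMSO only wells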
#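 Test system: CHO-XBP1 luciferase reporter cells | Buffer or medium: Serum-containing F12 medium, 10% FBS | Schedule: 6 h compound exposure at 37 °C, 5% CO2 | Detection: Steady-Glo luciferase glow luminescence, 10 min after reagent addition | Read-out basis: Activation, % of tunicamycin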
# 697 NFkB inh – inhibitors of PMA/ionomycin-induced NF-kB reporter, 697 cells, primary screen, B-cell NF-kB inhibitor project, cell-based, luminescence, uHTS; inhibition, % at 4 µM; hit rate 0.33% among 330,000; 697 B-cell NF-kB luciferase reporter, 16 h; AID 435022, 2010; in the data active means inhibition above about 35%
# UPR CHOP act – activators of apoptotic CHOP UPR arm, primary screen, cell-based, CHO-CHOP luciferase reporter, luminescence, uHTS; UPR activation; percent of tunicamycin response over DMSO baseline; activation, % at 10 µM; hit rate 0.34% among 330,000;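 active means at 10 µM dose, activation of 40% or more, normalized to positive control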;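 further: 100% = tunicamycin at 10 µg/mL and 0% = DMSO alone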
#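 Test system: CHO CHOP reporter cells. Input: 500 CHO-CHOP cells per well. Medium: F12 with 10% FBS. Technique: luciferase luminescence. Measure: percent activation relative to tunicamycin control. Dosing: 10 µM compound, 0.5% DMSO. Timing: 16-18 h cell attachment, then 6 h compound exposure, 37 °C.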
# APJ antagonist – antagonists of human apelin receptor APJ, primary screen, CHO-K1 cells, beta-arrestin complementation, luminescence. P35414. inhibition, % at 20 µM. hit rate 0.32% among 330,000. AID 2521, 2010;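 active means inhibition above about 40% at 20 µM, limit read from the data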;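 further: cells challenged with 10 nM apelin-13 agonist together with compound; plate controls were apelin-13 plus DMSO wells for no effect and DMSO wells lacking apelin-13 for full effect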
# Target sequence (P35414 whole entry, looked up): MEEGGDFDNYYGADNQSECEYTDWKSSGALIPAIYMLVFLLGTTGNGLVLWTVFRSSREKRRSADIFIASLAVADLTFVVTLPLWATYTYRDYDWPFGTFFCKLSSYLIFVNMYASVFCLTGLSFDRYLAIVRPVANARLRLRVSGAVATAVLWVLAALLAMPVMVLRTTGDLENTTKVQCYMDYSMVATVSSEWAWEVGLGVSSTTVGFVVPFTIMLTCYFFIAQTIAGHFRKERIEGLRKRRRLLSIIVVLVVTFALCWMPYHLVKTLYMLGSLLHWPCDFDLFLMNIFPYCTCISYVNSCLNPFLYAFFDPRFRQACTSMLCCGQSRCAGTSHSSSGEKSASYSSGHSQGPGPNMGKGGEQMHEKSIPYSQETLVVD
# APJ ag – agonists of human apelin receptor APJ, primary screen, CHO-K1 cells, PathHunter beta-arrestin, luminescence; P35414; 0% DMSO wells, 100% apelin; activation, % at 20 µM; hit rate 0.11% among 330,000;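 active means activation more than six SD over the plate average, tested at 20 µM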;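 further: 0% = DMSO alone and 100% = apelin-13 at 10 nM; some results filed as inactive read as strong as hits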
#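 Assay system: engineered CHO-K1 APJ arrestin reporter cells; Amount: 1000 CHO-K1 reporter cells seeded per well; Dosing: one dose, 20 µM compound, 1% DMSO; Times: compound stimulation 90 min at 25 °C, detection 60 min; Measured by: luminescent beta-gal fragment complementation, chemiluminescent substrate; Read-out: APJ–arrestin association signal; Controls: DMSO vs Apelin-13 10 nM.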
# Active calls of the source: *; · = no result given.
SMILES,Mdm2 MdmX PPI,tim23-1 inh,Jurkat NFkB inh,XBP1 UPR activ,697 NFkB inh,UPR CHOP act,APJ antagonist,APJ ag
O=C(CNCc1ccc(F)cc1)Nc1ccccc1-c1ccccc1,20.2,34.4,1.3,-3.3,7.0,-0.3,2.8,-1.9
NC(=O)c1c(NC(=O)c2ccccc2)sc2c1CCC2,-159.5,22.7,-139.8,-5.1,-151.7,1.6,0.0,2.6
O=C(NC1=NCCS1)c1cc(Cl)ccc1Cl,7.4,-6.8,4.0,-1.8,9.6,0.7,9.6,1.0
Cc1onc(-c2c(F)cccc2Cl)c1C(=O)N(Cc1ccccc1)C(C)C,0.7,22.0,-18.0,-2.4,5.1,1.0,14.3,-4.1
O=C(O)CC12CC3CC(C1)CC(n1ncc(N4CCC5(CC4)OCCO5)c(Cl)c1=O)(C3)C2,-0.2,16.9,-4.9,-0.7,4.5,-1.6,3.4,-3.8
CCC(C)NC(=S)Nc1ccccc1 (stereo not given),20.1,7.1,-15.7,-7.2,-5.4,-0.3,14.6,-3.8
CCc1ccc(/C=N/NC(=O)c2cc(-c3ccccc3OC)nc3ccccc23)s1,24.3,37.8,-8.7,-1.0,-3.0,1.1,28.5,-14.0
COc1cccc(C(=O)O/N=C2\CCS(=O)(=O)c3sccc32)c1,16.4,-3.4,-8.2,2.9,-3.5,0.8,-16.4,-2.9
Cc1ccccc1-n1c(SCC(=O)N2CCC(C(=O)O)CC2)nnc1-c1ccncc1,8.8,10.9,1.1,-2.6,21.2,-1.7,0.6,-1.9
COc1ccc(OCC(=O)N2CCN(C(=O)c3ccccc3)CC2)cc1,6.4,22.4,11.5,0.4,-4.1,-5.8,-10.5,-4.6
Cc1ccc(C(=O)Nc2nnc(COc3ccccc3)s2)cc1,5.6,-7.2,0.0,0.0,-4.3,2.2,-8.6,-3.2
CSc1ccc(S(=O)(=O)NCC(=O)OCC(=O)N(C)CC(=O)Nc2ccccc2Cl)cc1[N+](=O)[O-],4.3,2.9,8.6,-3.5,31.5,0.8,-7.4,-3.8
COc1ccc(OC)c(C(=O)COC(=O)c2ccccc2O)c1,-24.4,28.6,-21.0,7.3,-36.1,2.9,19.2,1.7
CCCCNC(=O)C1CCN(C(=O)C2CCN(S(=O)(=O)c3ccc(C)cc3)CC2)CC1,18.4,11.1,7.7,-1.6,-4.6,-0.8,7.4,-3.7
O=S(=O)(NC(=NCc1ccccc1)c1ccccc1)c1ccc(Br)cc1,26.1,31.7,-4.6,-2.2,8.2,-2.1,-18.8,-8.7
CCCCCC(=O)N1CC2(CC(c3cccc(NC(=O)CC(c4ccccc4)c4ccccc4)c3)=NO2)C[C@@H]1C(N)=O (stereo not given in full),25.5,25.0,3.1,-0.7,3.5,-2.8,-3.2,-3.2
Cc1noc(C)c1S(=O)(=O)N1CCCC(C(=O)NCc2ccccn2)C1 (stereo not given),-12.3,14.4,0.0,-2.6,24.6,0.8,13.7,2.1
CC(C)N1CC(O)=C(c2nc3ccccc3c(=O)[nH]2)C1=N,0.8,0.0,-6.9,-2.0,10.2,-0.8,2.5,3.0
COc1ccccc1CN1C(=NC(=O)C2CCCCC2)SC2CS(=O)(=O)CC21 (stereo not given),38.8,-4.7,17.7,-2.3,-8.9,-2.2,3.4,3.5
COc1cc(NS(=O)(=O)c2ccc(F)cc2)c(C(=O)O)cc1OC,1.3,12.7,-3.4,1.0,14.2,-0.2,-2.6,5.0
Cn1c(SCc2ccccc2)nnc1-c1ccncc1,7.4,12.1,-10.0,-2.3,-18.0,-1.0,35.5,1.0
O=C(Nc1nc2cc(Cl)ccc2s1)C1CCCN(S(=O)(=O)c2cccc3cccnc23)C1 (stereo not given),57.8*,11.0,-0.9,1.2,-24.6,2.2,-11.2,1.8
CC1CCCC(NC(=O)c2cccc(S(=O)(=O)N3CCCCC3)c2)C1C (stereo not given),6.5,1.6,10.1,0.4,10.8,-0.4,7.4,4.3
N=c1c(C(=O)NCc2ccco2)cc2c(=O)n3ccccc3nc2n1Cc1ccc(Cl)cc1,0.5,21.0,20.3,1.6,-10.6,0.5,15.2,-3.8
CC(C)c1ccc(CNc2cc(N3CCCC3)ccc2[N+](=O)[O-])cc1,34.6,8.1,-0.7,-0.3,9.2,0.6,18.2,-8.4
# (list continues)
SMILES,Mdm2 MdmX PPI,tim23-1 inh,Jurkat NFkB inh,XBP1 UPR activ,697 NFkB inh,UPR CHOP act,APJ antagonist,APJ ag
COc1ccc(Cn2c(=O)[nH]c3cc(C(=O)N4CCN(c5ccc(OC)cc5)CC4)ccc3c2=O)cc1,21.0,-6.5,3.2,1.9,-20.2,3.3,-18.6,-1.0
COC(=O)c1sccc1NC(=O)CC1C(=O)NCCN1C(=O)c1ccc(C)c(C)c1 (stereo not given),-22.3,11.0,7.8,-1.5,-11.5,-1.3,7.8,2.0
COc1cc(O)c(C(C)=O)cc1OC,-6.1,-3.8,6.1,-0.8,0.3,-1.4,-2.5,-2.3
COc1ccccc1/C=C1\SC(=S)N(NS(=O)(=O)c2ccc(C)cc2)C1=O,19.1,39.7,-6.0,-2.8,-13.1,-1.5,-0.6,6.4
CN(C)S(=O)(=O)c1cccc(C(=O)Nc2cc3c(cc2C(=O)O)OCCCO3)c1,-11.2,2.4,8.5,-2.3,-10.8,-2.5,9.7,-3.6
CN(c1ccccc1C(=O)N1CCN(c2cccc(Cl)c2)CC1)S(C)(=O)=O,-4.4,27.4,8.3,1.2,19.6,-1.8,4.8,3.8
CCNC(=S)N(Cc1ccco1)Cc1cc2cc3c(cc2[nH]c1=O)OCCO3,-0.5,7.7,9.0,0.7,2.3,9.1,15.0,0.1
CCOc1ccc(CCNC(=O)CN2C(=O)NC3(CCCCC3)C2=O)cc1OCC,2.7,-15.2,12.3,-2.3,1.0,1.0,19.2,7.7
O=C(N/C(=C\c1ccc(Br)cc1)C(=O)N1CCCC1)c1cccs1,19.4,23.9,-3.6,-0.5,-1.4,-0.6,20.1,-2.0
O=C(NN1CCOCC1)c1cccc(F)c1,6.1,-4.8,0.3,0.6,12.7,1.6,11.3,-1.6
CCC(C(=O)Nc1ccc2[nH]ncc2c1)c1ccccc1 (stereo not given),29.6,25.7,1.0,-3.8,-13.5,-1.7,-3.2,-0.1
CN1/C(=C/C=N/n2cnnc2)C(C)(C)c2ccccc21,11.5,11.7,9.2,-3.1,-19.7,-0.4,-3.0,1.7
CCOc1cc(C(N)=O)cc(Br)c1OCC,8.3,-4.9,-1.9,-2.1,10.2,-0.6,-2.3,-6.4
O=C(O)CNS(=O)(=O)/C=C/c1ccccc1,22.6,3.3,-1.1,-1.7,14.8,-2.1,9.3,-3.4
CC(C)C(NS(=O)(=O)c1cccc2nsnc12)C(=O)N1CCCCC1 (stereo not given),18.4,17.1,3.8,-1.0,2.8,0.0,3.4,8.6
CCOC(=O)c1[nH]nc(-c2cc(CC)c(O)cc2O)c1-c1cscn1,17.6,7.6,5.2,-4.3,11.0,-0.6,-21.1,-3.2
Cc1cc(/C=N/NS(=O)(=O)c2ccc(F)c(Cl)c2)no1,22.1,7.3,-2.0,-5.7,8.9,1.2,3.3,-2.9
CC(=O)N1CCN(CC(=O)Nc2cc(S(=O)(=O)N3CCCCC3)ccc2C)CC1,17.4,0.5,-11.5,1.9,-2.9,-2.0,0.7,-1.9
Cc1cc2c(c(SCC#N)n1)C(=O)OC2,8.3,-11.6,-2.0,1.3,9.6,-0.2,17.1,-2.6
COc1ccc(NC(=O)CSc2nnc(Cc3ccccc3)o2)c(OC)c1,17.1,-1.2,-7.6,-0.2,7.8,2.0,3.4,2.1
CCSc1nnc(NC(=O)C2(C)Cc3ccccc3C(=O)O2)s1 (stereo not given),-15.3,47.8,-1.9,2.5,-7.5,0.3,12.5,-2.3
Cc1cc2cc(CN(CC3CCCO3)C(=S)NCc3ccco3)c(=O)[nH]c2cc1C (stereo not given),18.3,20.0,-12.8,-4.3,-13.8,-1.6,19.2,-4.0
CN(C)c1ncc(C(=O)O)cn1,10.7,-12.6,7.2,-1.1,-11.9,0.4,-4.3,-0.2
CCOn1c(=O)c(=O)n(OCc2ccccc2)c2ccccc21,14.5,15.4,5.1,-1.0,23.5,-0.8,4.9,-0.9
COc1ccc(-c2noc(Cn3cc(S(=O)(=O)N4CCCC4)ccc3=O)n2)cc1,-2.4,-4.6,10.8,-2.5,4.9,0.4,2.9,-0.1

# Sorted by the number under Mdm2 MdmX PPI (lowest first): three from the list above
SMILES	Mdm2 MdmX PPI
COc1ccc(OC)c(C(=O)COC(=O)c2ccccc2O)c1	-24.4
CN(C)c1ncc(C(=O)O)cn1	10.7
CCC(C(=O)Nc1ccc2[nH]ncc2c1)c1ccccc1 (stereo not given)	29.6

# More compounds
SMILES,Mdm2 MdmX PPI,tim23-1 inh,Jurkat NFkB inh,XBP1 UPR activ,697 NFkB inh,UPR CHOP act,APJ antagonist,APJ ag
CCCC(O)(c1ccc(Br)cc1)C(CN1CCOCC1)c1ccc(Cl)cc1 (stereo not given),24.2,36.0,15.7,-4.4,-30.1,4.7,9.4,-1.1
CCOc1ccc(-c2cc(C(=O)NCCCn3ccnc3)c3cc(Br)ccc3n2)cc1,100.4*,26.5,8.5,10.9,-7.5,3.2,-5.3,14.7
CC1Cc2ccccc2N1C(=O)CSc1nnc2c(n1)[nH]c1ccccc12 (stereo not given),28.3,2.6,-2.0,-0.8,16.5,-1.7,-2.1,-2.9
CN(Cc1ccccc1)C(=O)CSc1nc2c(c(C(F)(F)F)n1)CCc1ccccc1-2,-14.1,22.0,-9.0,0.8,-10.4,-1.4,-1.6,-3.4
CCOc1ccc(NC(=O)CSc2nnc(C(C)C)n2CC)cc1,-12.1,11.3,2.9,-4.8,-10.4,1.2,14.5,2.7
CCN(CC)S(=O)(=O)c1ccc2nc(COC(=O)c3n[nH]c4ccccc34)[nH]c2c1,18.2,-17.2,0.5,-2.0,-20.1,-1.0,3.9,6.2
CCCC(=O)Nc1cc(OC)c(C(=O)OC)cc1Cl,-5.8,15.8,1.6,-0.9,4.5,0.3,-18.3,0.8
Cc1cn([C@H]2C[C@H](O)[C@@H](CCC(=O)NCCc3c[nH]c4ccccc34)O2)c(=O)[nH]c1=O,4.9,30.1,·,2.6,13.5,1.9,·,·
N=c1oc2c3c4c(cc2cc1C(=O)Nc1ccccc1)CCCN4CCC3,-24.0,-1.2,-63.7,6.6,-48.1,9.1,-9.3,6.4

# Arranged by SMILES length (rising): some entries from above.
SMILES,Mdm2 MdmX PPI,tim23-1 inh,Jurkat NFkB inh,XBP1 UPR activ,697 NFkB inh,UPR CHOP act,APJ antagonist,APJ ag
N=c1oc2c3c4c(cc2cc1C(=O)Nc1ccccc1)CCCN4CCC3,-24.0,-1.2,-63.7,6.6,-48.1,9.1,-9.3,6.4
CC1Cc2ccccc2N1C(=O)CSc1nnc2c(n1)[nH]c1ccccc12 (stereo not given),28.3,2.6,-2.0,-0.8,16.5,-1.7,-2.1,-2.9
CCOc1ccc(-c2cc(C(=O)NCCCn3ccnc3)c3cc(Br)ccc3n2)cc1,100.4*,26.5,8.5,10.9,-7.5,3.2,-5.3,14.7

# Not a hit list; 5% or so of the library scored in one or more.
